Screening data deposited in PubChem BioAssay by Sanford-Burnham Center for Chemical Genomics.
Mdm2-MdmX inh: human Mdm2/MdmX binding inhibition. O15151+Q00987. SaOS-2 split-luciferase Mdm2/MdmX complementation, luminescence. inhibition, % at 8 µM. 3% of 330,000 active. AID 485346;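 active means inhibition of at least 50% at 8 µM in the primary screen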
UPR XBP1 act: adaptive UPR (XBP1) activation; 0.33% of 330,000 active; activation, % at 20 µM; CHO-XBP1 luciferase reporter, IRE1-XBP1 UPR activation, luminescence; percent of tunicamycin response, DMSO as zero; AID 463104;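 active means versus positive control, 20 µM dose yields 30% or more activation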;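 further: 100% = tunicamycin at 10 µg/mL and 0% = DMSO only wells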
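Signal: luciferase luminescence; Assay system: CHO-XBP1 luciferase reporter cells; Amount: one thousand reporter cells per well; Dosing: 20 µM single concentration, DMSO 1%; Benchmarks: high control tunicamycin 10 µg/mL final, low control DMSO vehicle only; Schedule: 6 h compound exposure at 37 °C, 5% CO2; Evaluation: percent activation relative to tunicamycin reference.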
tim23-1 inh: growth inhibitors of tim23-1 mutant yeast; S. cerevisiae tim23-1 growth, BacTiter-Glo luminescence, 24 h; inhibition, % at 20 µM; 1.3% of 330,000 active; AID 463212;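 active means growth inhibition of the mutant yeast at or above 50%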;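 further: temperature-sensitive mutant grown at 25 °C; plate controls were DMSO-treated mutant yeast for no effect and medium wells lacking yeast for full effect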
tim10-1 inh: tim10-1 yeast growth inhibition; S. cerevisiae tim10-1 ts strain growth, BacTiter-Glo, 24 h; 2.2% of 330,000 active; inhibition, % at 20 µM; AID 463190;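 active means inhibition of at least 40%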;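 further: mutant grown at 25 °C; 0% = DMSO wells with yeast and 100% = wells holding no yeast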
APJ antagonist: APJ receptor antagonism. CHO-K1 APJ beta-arrestin complementation, luminescence. inhibition, % at 20 µM. P35414. 0.32% of 330,000 active;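 active means inhibition above about 40% at 20 µM, limit read from the data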;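 further: cells challenged with 10 nM apelin-13 agonist together with compound; plate controls were apelin-13 plus DMSO wells for no effect and DMSO wells lacking apelin-13 for full effect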
Target sequence (P35414 whole entry, looked up): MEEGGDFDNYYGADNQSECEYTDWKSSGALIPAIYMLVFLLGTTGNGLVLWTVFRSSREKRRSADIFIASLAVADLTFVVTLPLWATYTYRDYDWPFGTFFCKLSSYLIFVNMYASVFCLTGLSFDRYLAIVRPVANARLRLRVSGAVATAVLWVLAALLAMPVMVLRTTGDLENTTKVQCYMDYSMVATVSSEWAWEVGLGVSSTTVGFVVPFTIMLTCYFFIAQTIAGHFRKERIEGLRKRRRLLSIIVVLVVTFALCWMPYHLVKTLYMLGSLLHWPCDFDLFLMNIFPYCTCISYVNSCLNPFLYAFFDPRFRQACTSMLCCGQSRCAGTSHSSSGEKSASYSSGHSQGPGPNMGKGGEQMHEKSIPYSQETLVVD
TIM10 inh: TIM10 yeast growth inhibition | S. cerevisiae TIM10 strain growth, BacTiter-Glo luminescence, 24 h | inhibition, % at 10 µM | 1.4% of 330,000 active;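 active means inhibition of 40% or more at the single tested concentration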;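 further: wild-type TIM10 isogenic control strain grown at permissive 25 °C; 0% = DMSO yeast wells and 100% = minimal medium wells without yeast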
CXCR6 block: blocks human CXCR6 beta-arrestin recruitment | O00574 | CHO-K1 PathHunter CXCR6 beta-arrestin, luminescence | inhibition, % at 20 µM | 0.36% of 360,000 active | AID 602244; in the data active means inhibition above about 34%, passing the limit was not always enough;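 further: antagonist mode with CXCL16 agonist at 10 nM final; 0% = 10 nM CXCL16 with DMSO and 100% = unstimulated wells without agonist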
Target sequence (O00574 whole entry, looked up): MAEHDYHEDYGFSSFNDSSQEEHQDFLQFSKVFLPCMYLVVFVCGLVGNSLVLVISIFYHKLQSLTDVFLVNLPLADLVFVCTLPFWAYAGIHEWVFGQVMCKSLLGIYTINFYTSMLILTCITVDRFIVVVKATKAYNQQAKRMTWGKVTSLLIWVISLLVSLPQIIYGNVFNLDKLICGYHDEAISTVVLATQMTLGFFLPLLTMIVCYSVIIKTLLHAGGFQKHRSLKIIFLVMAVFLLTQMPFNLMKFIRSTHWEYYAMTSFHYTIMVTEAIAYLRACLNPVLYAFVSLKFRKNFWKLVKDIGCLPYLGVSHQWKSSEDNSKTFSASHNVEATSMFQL
CHOP UPR activ: apoptotic UPR (CHOP) activation; activation, % at 10 µM; AID 449763; 0.34% of 330,000 active; CHO-CHOP luciferase reporter, luminescence; percent of tunicamycin response over DMSO baseline;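 active means at 10 µM dose, activation of 40% or more, normalized to positive control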;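 further: 100% = tunicamycin at 10 µg/mL and 0% = DMSO alone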
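System: CHO-CHOP luciferase reporter cell line | Buffer or medium: F12 medium containing 10% fetal bovine serum | Doses: One dose, 10 µM in 0.5% DMSO | Times: 6 h compound exposure at 37 °C after overnight seeding | Signal: Luciferase luminescence | Read-out: % activation vs tunicamycin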
APJ ag: agonists of human APJ apelin receptor. P35414. CHO-K1 APJ PathHunter beta-arrestin, luminescence; 0% DMSO wells, 100% apelin. activation, % at 20 µM. 0.11% of 330,000 active. AID 2520;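 active means activation more than six SD over the plate average, tested at 20 µM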;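 further: 0% = DMSO alone and 100% = apelin-13 at 10 nM; some results filed as inactive read as strong as hits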
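Assay system: CHO-K1 cells stably expressing ProLink-tagged human APJ and arrestin–beta-gal acceptor. Compound dosing: 20 µM single point, 1% DMSO. Times: 16-18 h seeding, 90 min dark compound exposure, 60 min detection. Detection: beta-gal luminescence. Evaluation: APJ–arrestin association signal. Controls: negative DMSO alone, positive Apelin-13 at 10 nM.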
* hit, by the source's call; . = no result given. These rows are one share of the data; the hit share may differ from the screen's.

SMILES	Mdm2-MdmX inh	UPR XBP1 act	tim23-1 inh	tim10-1 inh	APJ antagonist	TIM10 inh	CXCR6 block	CHOP UPR activ	APJ ag
Cc1cc(Br)c(NC(=O)COC(=O)C2CC2C)c(Br)c1 (stereo unspecified)	2.6	-3.4	11.9	-2.6	-25.8	12.0	-16.0	0.8	-2.1
O=C(COC(=O)c1ccc2ccccc2n1)c1ccc(F)cc1	-26.9	1.3	19.8	-5.4	-9.8	9.7	0.9	1.5	-2.3
N#Cc1cc([N+](=O)[O-])ccc1Oc1cccc(/C=N/NC(=O)c2cccc(Cl)c2)c1	61.9*	-0.7	6.0	7.2	-38.9	6.4	-18.5	-1.9	-1.0
Cc1ccc(-n2c(C(C)n3nc(C)c([N+](=O)[O-])c3C)n[nH]c2=S)cc1 (stereo unspecified)	1.4	-2.3	-3.8	14.8	5.1	6.1	-1.8	-0.6	-2.1
c1coc(-c2nc(-c3ccncc3)no2)c1	-44.2	0.9	2.0	29.4	-1.8	1.9	3.4	0.9	-0.5
CC(C)CCOCC(=O)Oc1ccccc1C(=O)O	11.1	10.8	-2.5	-2.1	28.9	-6.9	-9.2	-3.0	-2.2
C=C1CCN(C(C)C(=O)O)S(=O)(=O)c2ccccc21 (stereo unspecified)	5.6	0.7	4.5	-10.3	14.0	1.8	6.7	-1.1	-4.8
Cc1ccc(N(CC(=O)NCC2CCCO2)S(C)(=O)=O)cc1Cl (stereo unspecified)	-11.5	-1.0	-1.4	-3.6	7.2	-5.9	5.2	-1.1	-1.2
CC(C)N(C(=O)CSc1nc2ccccc2n1Cc1ccccc1)C(C)C	20.9	1.7	19.4	21.4	5.3	22.5	6.8	-0.1	-8.3
C=CCn1c(=S)[nH]c2nc3c(cc2c1=O)CCCC3	-25.1	6.0	9.1	-10.0	13.8	-9.4	4.4	2.6	-2.3
CSCCC1NC(=O)N(CC(=O)Nc2c(C(C)C)cccc2C(C)C)C1=O (stereo unspecified)	-48.6	-0.3	-2.7	10.3	8.5	-21.8	4.3	0.8	-2.1
CC1(C)Cc2nc(N)c(C(=O)NCCO)cc2CO1	-15.3	1.3	-0.7	-3.3	4.9	9.0	-5.9	0.1	-2.9
Cc1ccc2c(c1)N(CC(=O)NC(C)CCc1ccccc1)C(=O)c1cccnc1O2 (stereo unspecified)	15.7	-4.5	10.4	19.7	10.8	6.0	-4.8	-1.9	-1.4
O=C(COc1ncnc2ccccc12)NCCc1ccc(F)cc1	14.2	0.2	6.3	-1.3	7.8	12.6	1.7	0.1	1.5
CCC(CC)C(=O)Nc1ccncc1	-17.1	0.6	4.2	-13.5	5.5	-1.1	.	-0.3	-1.8
CNC(=S)Nc1cc(C(=O)N2CCCC2)ccc1N1CCCC1	9.5	-2.5	0.0	-14.3	1.9	-2.0	2.4	-0.3	-1.5
COC(=O)[C@]1(CC(C)C)N[C@H](c2ccc(SC3CCCCC3)c(OC)c2)[C@@H]2C(=O)N(C)C(=O)[C@@H]21	11.1	-2.3	32.5	24.3	9.1	18.4	9.3	2.4	6.4
CC(Sc1nnc(C2CC2)n1C1CC1)C(=O)NCc1cccs1 (stereo unspecified)	5.7	-1.2	12.4	3.0	25.9	-4.0	0.5	0.8	-4.0
C=CCN1c2ccccc2C(=O)C(C)S1(=O)=O (stereo unspecified)	-3.0	-1.6	25.9	-5.5	.	1.3	3.0	-0.4	.
COc1ccc(CC(=O)OC(C)CN2CCOCC2)cc1 (stereo unspecified)	-5.7	-0.5	-8.7	-5.3	20.6	-5.5	0.7	-1.3	-1.3
NNC(=O)c1[nH]c(-c2ccccc2)cc1-c1ccccc1	25.1	-4.6	53.4*	56.8*	1.6	40.6*	-6.8	0.2	-0.5
COc1cc(NC(=O)CCc2c(C)[nH]c(=O)c(C#N)c2C)cc(OC)c1	7.3	-3.8	-0.6	-3.2	16.2	-0.2	-2.3	-1.4	1.3
C/C=C/c1ccc(OCCN2C(=O)NC(C)(C)C2=O)c(OC)c1	-9.3	-2.7	12.2	10.7	1.8	-4.2	-0.8	-0.2	2.4
Brc1ccc(/C=C/C=N/Nc2nc3ccccc3s2)cc1	-9.5	1.4	-3.5	15.2	-0.9	7.7	7.3	11.5	-3.8
COc1ccc(S(=O)(=O)N2CCC3(CC2)OCCN3S(=O)(=O)c2ccc(C)cc2)cc1OC	8.0	0.2	-2.5	9.0	-10.4	6.8	0.0	1.6	9.8
CCOC(=O)C1(CC)Oc2ccccc2C(c2ccc(OC)cc2)=C1C(=O)OC (stereo unspecified)	-0.4	-5.1	45.9	12.5	.	14.5	48.0*	2.1	.
CSCCC(NC(=O)C12CC3CC(CC(C3)C1)C2)C(=O)OCC(=O)c1ccc(C)cc1 (stereo unspecified)	23.0	-0.2	11.7	13.8	-1.1	-20.3	3.7	0.3	-5.4
O=[N+]([O-])c1cc(C=Nc2cccc3c(O)cccc23)ccc1Cl	26.0	4.2	20.6	20.6	-40.4	14.7	.	2.8	4.9
O=C(NCc1ccc2c(c1)OCO2)c1cc2ccccc2oc1=O	17.8	4.0	7.7	9.9	29.3	-1.1	3.1	-0.3	-2.2
COc1ccc2nc(NC(=O)C3CCCN(S(=O)(=O)c4cccc5nonc45)C3)sc2c1 (stereo unspecified)	13.1	-2.5	7.9	3.7	16.2	3.6	-1.6	-2.0	0.7
Cc1ccc(CC2(O)CC(C)N(C)CC2C)c(C)c1 (stereo unspecified)	25.8	-1.0	7.0	-0.1	-4.3	-4.9	0.1	-2.8	-1.5
Cc1ccc(CNC(=O)CCCC(=O)c2ccccc2)cc1	-0.2	-5.6	13.3	-4.9	-10.0	3.2	0.3	1.6	-4.0
CCc1noc(C)c1C(=O)OCC(=O)NC(C)c1ccccc1 (stereo unspecified)	18.9	-3.7	-8.8	-8.8	-27.9	-8.6	6.3	-0.4	-2.5
CC1CN(C(=O)c2cc3ccccc3oc2=O)CC(C)O1 (stereo unspecified)	20.2	-1.1	-12.4	1.6	9.6	-12.9	-5.9	-1.2	-2.6
COc1ccccc1Cc1nc(-c2ccc(C)cc2)no1	-35.2	2.6	12.0	12.7	8.8	8.7	2.2	4.8	-4.0
CCCn1c(N2CCN(CC(=O)Nc3ccc4c(c3)OCCO4)CC2)nc2ccccc21	8.0	-0.6	17.6	18.5	-1.8	-2.3	-5.2	-1.4	-3.4
COc1cccc(C2=NOC(C(=O)Nc3cccc(C(C)=O)c3)C2)c1OC (stereo unspecified)	-19.6	-3.0	6.2	11.2	15.1	15.1	3.6	-0.7	-1.0
O=[N+]([O-])c1ccc2c(c1)C(O)n1nc(-c3ccccc3)nc1S2 (stereo unspecified)	40.9	-0.6	2.1	1.0	-25.4	-14.1	-3.2	3.0	0.7
CCOc1ccc(/C=N/NC(=O)c2c(-c3ccccc3)noc2C)cc1	15.4	-2.5	-12.3	10.1	12.5	-17.3	-6.2	0.9	-1.1
CCOC(=O)c1nc(C)sc1-c1ccnn1S(=O)(=O)c1ccc(C)cc1	21.0	5.8	18.4	31.0	15.1	29.9	16.9	1.0	-1.9
COCCOC(=O)C1=C(C)N(c2ccccc2)C(=O)NC1c1cccc([N+](=O)[O-])c1 (stereo unspecified)	-29.7	-0.4	14.2	9.1	1.4	-9.6	6.7	-1.2	2.0
N#Cc1cc(N)ccc1Sc1ccccc1	-1.9	8.1	-23.7	-4.7	-8.7	-17.3	-1.4	0.3	0.4
CCCN1CCC(=NNc2ccc(S(=O)(=O)N(CC)CC)cc2[N+](=O)[O-])CC1	39.6	4.5	11.3	16.2	-3.8	0.0	2.8	0.9	-3.0
O=C(NCC1CCN(S(=O)(=O)c2ccccc2)CC1)Nc1ccc(F)cc1	6.6	5.1	6.0	2.8	-20.9	-13.7	-5.2	-0.7	4.8
Fc1ccccc1NC(=S)Nc1cccc2cnccc12	8.0	8.4	25.4	-10.5	-46.5	9.3	-18.7	0.9	4.3

Look-ups from the results shown.
`CCc1noc(C)c1C(=O)OCC(=O)NC(C)c1ccccc1` (stereo unspecified) – CXCR6 block = 6.3
`N#Cc1cc(N)ccc1Sc1ccccc1` – APJ ag = 0.4
`Cc1ccc(CNC(=O)CCCC(=O)c2ccccc2)cc1` – TIM10 inh = 3.2
`COCCOC(=O)C1=C(C)N(c2ccccc2)C(=O)NC1c1cccc([N+](=O)[O-])c1` (stereo unspecified) – TIM10 inh = -9.6

Two neighbouring records from above, quoted:
SMILES	Mdm2-MdmX inh	UPR XBP1 act	tim23-1 inh	tim10-1 inh	APJ antagonist	TIM10 inh	CXCR6 block	CHOP UPR activ	APJ ag
CCc1noc(C)c1C(=O)OCC(=O)NC(C)c1ccccc1 (stereo unspecified)	18.9	-3.7	-8.8	-8.8	-27.9	-8.6	6.3	-0.4	-2.5
CC1CN(C(=O)c2cc3ccccc3oc2=O)CC(C)O1 (stereo unspecified)	20.2	-1.1	-12.4	1.6	9.6	-12.9	-5.9	-1.2	-2.6

Other entries follow:
SMILES	Mdm2-MdmX inh	UPR XBP1 act	tim23-1 inh	tim10-1 inh	APJ antagonist	TIM10 inh	CXCR6 block	CHOP UPR activ	APJ ag
COc1ccccc1OCc1ccc(C(=O)NCc2ccco2)o1	6.3	0.0	-16.4	8.2	-2.4	-9.0	-3.9	-2.2	-7.1
COc1cccc(N2CCN(C(=O)c3ccc(CS(=O)c4ccccc4C)o3)CC2)c1 (stereo unspecified)	50.9*	9.6	17.5	11.8	-5.9	6.7	0.3	-0.1	0.2
COc1ccc(C(=O)Cn2c(Br)nc3c2c(=O)n(C)c(=O)n3C)cc1OC	3.6	3.6	-0.4	25.5	8.3	-18.6	0.0	0.1	-1.5
Cc1cccc(OCCCN2CCOCC2)c1C	12.2	1.4	6.3	-17.7	-8.2	-16.8	0.1	2.6	-1.1
CC1CC(C)CN(C(=O)c2ccc(-c3ccc([N+](=O)[O-])cc3)o2)C1 (stereo unspecified)	-9.2	-0.5	63.0*	68.8*	-29.7	56.2*	9.8	5.8	5.4
Cn1c(=O)oc2cc(S(=O)(=O)NC3CCCc4ccccc43)ccc21 (stereo unspecified)	17.1	-4.0	-5.4	1.0	8.1	-0.9	-3.2	-1.1	-7.1
CC1CC(C)CN(C(=O)COC(=O)CN2C(=O)c3ccccc3C2=O)C1 (stereo unspecified)	12.6	-0.7	10.5	1.1	-12.2	-7.0	-1.8	1.3	-5.1
NS(=O)(=O)c1cccc(NC(=O)COC(=O)COc2ccc3ccccc3c2)c1	-6.2	-2.8	5.1	2.0	-6.1	-18.8	-1.3	-0.6	-2.5
O=C1NC(NS(=O)(=O)c2ccccc2)(C(F)(F)F)C(=O)N1CCc1ccccc1 (stereo unspecified)	16.3	-3.7	3.8	-8.9	3.8	13.9	-12.2	2.7	-2.7
CCN(CC)C(=O)Cn1cc(S(=O)(=O)CC(=O)Nc2ccc(F)cc2F)c2ccccc21	-29.6	-2.7	-5.0	0.8	8.8	11.5	1.3	-0.2	-0.5
Cc1cc(NC(=O)c2cccc(F)c2)ncc1NC(=O)c1ccco1	-78.4	-2.0	1.0	15.1	4.6	-3.6	-3.0	1.5	2.4
